# MDM2 E3 inh = blocks human Mdm2 ubiquitin ligase activity | cell-based MDM2 ubiquitination luciferase reporter, 2 h; 0 = plate control, 100 = twice control, blank-subtracted | signal enhancement, % at 5 µM | 210,000 compounds, 0.11% hits | AID 1230;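 active = signal enhancement of 30% or more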;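 also: luminescence tracks abundance of the self-degrading MDM2-luciferase fusion protein; higher signal means inhibition of MDM2 E3 ligase activity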
#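 Assay system: stable mammalian line carrying autodegrading MDM2–luciferase fusion reporter; amount: 2000 cells seeded into each well; buffer or medium: DMEM; benchmarks: plate control and blank wells; signal: luciferase luminescence; timing: 2 h compound exposure at 37 °C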
# Wee1 degr inh = human Wee1 degradation inhibition, primary screen | 220,000 compounds, 1.2% hits | HeLa Luc-Wee1K328M stability, luciferase luminescence; 100% = proteasome inhibitor MG132 effect | reporter increase, % at 5 µM;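 active = activation above the mean of all tested compounds plus 3 SD, set per screening run, cut at about 8.8% in these data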;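 also: cells exposed to compound for 20 h before luminescence read; 0% = DMSO alone and 100% = MG132 at 30 µM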
# BaF3 parental = reduces parental Ba/F3 cell viability, JAK2V617F counter-screen | inhibition, % at 5.6 µM | CellTiter-Glo ATP luminescence | AID 1486 | 220,000 compounds, 1.1% hits;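 active = inhibition above a per-campaign cutoff, the mean inhibition of all tested compounds plus 3 SD, cut at about 27% in these data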;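 also: 0% = DMSO wells and 100% = JAK Inhibitor I control wells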
# S1P4 ag = agonists of human S1P4 receptor; O95977; S1P4-expressing cell line, agonist reporter assay; activation, % at 4.98 µM; 220,000 compounds, 0.35% hits; in the data active = activation above about 11%;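 also: 0% = DMSO vehicle and 100% = reference agonist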
# PERK inh = blocks human PERK kinase. CHO PERK-DD fusion, SEAP luminescence translation reporter. 220,000 compounds, 0.17% hits. inhibition, % at 5.6 µM. Q9NZJ5;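 active = inhibition above the mean inhibition of all tested compounds plus 3 SD, set separately per screening campaign, cut at about 2.9% in these data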;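 also: PERK kinase domain activated by AP20187 dimerizer at 100 nM; 0% = DMSO with dimerizer and 100% = rapamycin at 8.4 µM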
# Target sequence (Q9NZJ5 whole entry, looked up, the tested form may be a part): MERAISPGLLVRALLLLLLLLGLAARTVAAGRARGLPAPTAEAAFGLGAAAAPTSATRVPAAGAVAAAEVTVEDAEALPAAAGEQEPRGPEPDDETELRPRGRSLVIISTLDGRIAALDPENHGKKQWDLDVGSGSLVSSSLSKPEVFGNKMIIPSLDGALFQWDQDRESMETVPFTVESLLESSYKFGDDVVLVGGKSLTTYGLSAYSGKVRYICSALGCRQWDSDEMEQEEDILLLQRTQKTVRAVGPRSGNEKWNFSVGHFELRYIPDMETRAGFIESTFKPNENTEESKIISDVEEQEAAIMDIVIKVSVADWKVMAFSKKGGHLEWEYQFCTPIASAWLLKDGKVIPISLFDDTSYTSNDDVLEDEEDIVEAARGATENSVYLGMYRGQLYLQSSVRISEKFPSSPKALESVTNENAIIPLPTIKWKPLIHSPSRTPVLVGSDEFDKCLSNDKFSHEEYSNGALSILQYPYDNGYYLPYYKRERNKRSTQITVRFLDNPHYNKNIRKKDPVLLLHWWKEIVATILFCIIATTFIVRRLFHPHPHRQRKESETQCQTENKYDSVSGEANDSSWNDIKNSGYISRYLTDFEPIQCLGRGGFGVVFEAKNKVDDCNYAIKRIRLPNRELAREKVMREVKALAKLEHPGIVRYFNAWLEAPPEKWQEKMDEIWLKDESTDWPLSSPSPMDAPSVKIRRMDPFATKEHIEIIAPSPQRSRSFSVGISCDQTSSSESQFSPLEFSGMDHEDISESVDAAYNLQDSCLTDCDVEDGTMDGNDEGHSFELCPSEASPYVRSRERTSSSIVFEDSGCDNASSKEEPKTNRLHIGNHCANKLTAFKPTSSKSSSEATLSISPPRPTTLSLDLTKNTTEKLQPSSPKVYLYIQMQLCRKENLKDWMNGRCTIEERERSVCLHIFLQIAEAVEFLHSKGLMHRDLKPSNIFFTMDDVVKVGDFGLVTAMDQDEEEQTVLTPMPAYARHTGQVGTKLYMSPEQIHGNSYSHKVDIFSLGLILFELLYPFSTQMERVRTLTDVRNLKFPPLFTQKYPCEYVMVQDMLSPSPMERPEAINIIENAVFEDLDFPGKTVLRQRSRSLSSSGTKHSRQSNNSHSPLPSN
# S1P4 antagonist = human S1P4 receptor antagonism | O95977 | S1P4-expressing cells, antagonist mode, reporter read-out | inhibition, % at 4.98 µM | 220,000 compounds, 0.26% hits | AID 1510; in the data active = inhibition above about 29%;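 also: 0% = wells stimulated with agonist and 100% = vehicle wells without agonist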
# eIF4E-4G inh = inhibitors of eIF4E and eIF4G interaction in translation initiation. 220,000 compounds, 0.37% hits. inhibition, % at 21.7 µM. TR-FRET eIF4E-eIF4GI(517-606) binding, 2 h;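 active = inhibition above about 30%, limit read from the data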;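 also: 0% = full FRET control wells and 100% = background wells lacking eIF4GI fragment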
# Ba/F3 V617F tox = loss of viability in JAK2V617F-driven Ba/F3 cells. Ba/F3 EpoR-JAK2V617F viability, ATP luminescence. inhibition, % at 5.6 µM. 220,000 compounds, 1.1% hits;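 active = inhibition above the campaign mean plus 3 SD over all tested compounds, cut at about 24% in these data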;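 also: cytokine-independent growth of Ba/F3 cells driven by EpoR plus mutant JAK2; 0% = DMSO-treated cells and 100% = JAK inhibitor I control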
# NPY-Y2 PAM-ag = human NPY-Y2 potentiation or agonism, primary screen; activation, % at 3.6 µM; 220,000 compounds, 0.45% hits; cells expressing NPY-Y2, potentiator/agonist read-out; AID 1359; in the data active = activation above about 27%;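 also: cells stimulated with NPY near EC25 plus isoproterenol at EC100; 0% = vehicle plus submaximal agonist and 100% = vehicle plus saturating agonist; some results beyond the cut were filed as inactive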
# Numbers without * were called inactive; . = no result given; [ ] = remark or other dose.
SMILES,MDM2 E3 inh,Wee1 degr inh,BaF3 parental,S1P4 ag,PERK inh,S1P4 antagonist,eIF4E-4G inh,Ba/F3 V617F tox,NPY-Y2 PAM-ag
O=C(COC(=O)/C=C/c1ccco1)Nc1ccccc1,-5,-1,3,-1.0,-0.6,-15,7,0,4
COc1ccc(-c2cc3ccccc3n2CC(O)CN2CCCCC2)cc1 (centres undefined),-7,1,-1,0.5,0.5,7,1,-4,12
COc1ccc(/C=N/NC(=O)CN2CCCCCCC2)c(C)c1C,-13,-3,1,2.4,-1.1,-1,1,-3,-50
CC(C)COc1ccc(N)cc1OCC(C)C,-18,0,7,-2.1,-0.3,3,6,2,4
CC1(C)Cc2nc(-c3ccccc3)nc(SCC(=O)N3CCCC3)c2CO1,-9,7,-3,1.0,-0.4,-7,-2,2,17
O=C(OC1CCOC1=O)c1cccc(S(=O)(=O)N2CCc3ccccc3C2)c1 (centres undefined),-10,-2,5,-1.2,-0.3,-5,1,2,-3
COc1ccc(-c2noc(C3CCCN(C(=O)Nc4ccccc4F)C3)n2)cc1 (centres undefined),-12,3,5,4.0,-0.6,2,6,-2,6
CSc1cccc(NC(=S)NN(C)C)c1,-8,0,-1,1.3,0.2,-13,1,-2,2
Cc1c(C(=O)O)nnn1-c1ccccc1,-21,-2,2,-0.2,1.0,-14,2[fluorescence artefact?],-4,16
CCOC(=O)c1cc2c(=O)n3cccc(C)c3nc2n(Cc2cccnc2)c1=N,.,3,5,2.8,-0.4,-11,.,1,-12
Cc1ccc(NC(=O)CCCSc2ccccc2)cc1S(=O)(=O)N1CCOCC1,-12,-1,2,1.0,0.2,-9,3,0,12
Cc1cccc(-n2c(=O)cc(N3CCN(c4ccc(F)cc4)CC3)[nH]c2=O)c1,-3,-1,1,-1.2,-0.1,-2,1[fluorescence artefact?],-4,11
COc1cccc(CN2CCN(Cc3nc(-c4cccs4)oc3C)CC2CCO)c1 (centres undefined),-8,-2,-4,-0.3,1.4,19,0,-1,-3
O=C(Cc1ccc([N+](=O)[O-])cc1)NCc1ccccn1,-18,-2,2,2.6,0.5,-19,0,1,-1
CCOc1cc(CC(=O)N[C@@H](CC(C)C)c2ccccc2N2CCCCC2)ccc1C(=O)O,.,3,-3,-0.1,1.5,1,1,16,20

# Among those listed so far, these contain an aryl thioether with sulfur outside any ring:
SMILES,MDM2 E3 inh,Wee1 degr inh,BaF3 parental,S1P4 ag,PERK inh,S1P4 antagonist,eIF4E-4G inh,Ba/F3 V617F tox,NPY-Y2 PAM-ag
CC1(C)Cc2nc(-c3ccccc3)nc(SCC(=O)N3CCCC3)c2CO1,-9,7,-3,1.0,-0.4,-7,-2,2,17
CSc1cccc(NC(=S)NN(C)C)c1,-8,0,-1,1.3,0.2,-13,1,-2,2
Cc1ccc(NC(=O)CCCSc2ccccc2)cc1S(=O)(=O)N1CCOCC1,-12,-1,2,1.0,0.2,-9,3,0,12

# Carrying on:
SMILES,MDM2 E3 inh,Wee1 degr inh,BaF3 parental,S1P4 ag,PERK inh,S1P4 antagonist,eIF4E-4G inh,Ba/F3 V617F tox,NPY-Y2 PAM-ag
S=c1[nH]nc(-c2ccncc2)n1/N=C/c1cccc(Cl)c1,-5,2,-3,0.6,0.7,4,15,-1,1
COc1cccc(NC(=O)Nc2ccc3c(c2)nnn3C)c1,-10,16*,-2,0.0,0.3,-13,1[fluorescence artefact?],-2,-1
CC(C)CNS(=O)(=O)c1ccc(CCC(=O)NCc2ccncc2)cc1,-16,6,90*,3.5,2.1,-3,1,1,1
CCCCCN(C(=O)COC(=O)c1ccc(Br)o1)c1c(N)n(CCCC)c(=O)[nH]c1=O,0,4,8,0.6,0.7,-2,-3,1,-5
CCC(=O)NC(=S)Nc1ccc(NC(=O)c2ccc(Br)o2)cc1,2,-1,11,-1.6,0.2,-4,2,7,-10
O=C(O)c1ccccc1NS(=O)(=O)c1ccc(NNC(=S)Nc2ccc(OC(F)F)cc2)c([N+](=O)[O-])c1,-16,-1,3,1.9,-1.7,-7,19,1,6
COC(=O)c1cc(CN2CCN(c3ccccc3C)CC2)ccc1O,-8,-1,7,2.0,-2.3,-2,-3[fluorescence artefact?],3,27
CCCCc1c(C)nc2ccccc2c1SCCC#N,-9,0,2,1.1,-0.2,-21,4[fluorescence artefact?],-5,-12
CCCc1cc(C(=O)Nc2cc(C)nn2-c2ccccc2)no1,-7,-2,3,2.5,0.4,-24,0,-2,4
CCOC(=O)N1CCN(C(=O)C2CCCN(S(=O)(=O)c3ccc(F)cc3)C2)CC1 (centres undefined),.,1,7,1.8,-0.1,1,2,1,-12
Cc1ccc(NC(=S)NCCCN2CCOCC2)cc1C,-13,-3,-2,-1.4,0.3,2,-1,1,-6
COCc1cc(C)n(CC(=O)NC(C)c2ccccc2)c(=O)c1C#N (centres undefined),-6,1,-2,1.1,0.0,1,-2,-4,0
Cc1[nH]c2ccccc2c1C(=O)COC(=O)Cn1cnc2ccccc21,-15,1,4,-0.4,0.0,-7,1,-1,18
Cc1ccc2nc(SCC(=O)Nc3nonc3N)[nH]c2c1,-22,-1,7,1.0,0.7,8,2,1,-1
C=CCn1c(=O)c2c(nc3n2CCN3c2cccc(Cl)c2C)n(C)c1=O,-12,0,2,1.3,0.1,2,4,3,13

# Wee1 degr inh, what is marked active above
SMILES | Wee1 degr inh | S1P4 ag | PERK inh | S1P4 antagonist | eIF4E-4G inh | NPY-Y2 PAM-ag
COc1cccc(NC(=O)Nc2ccc3c(c2)nnn3C)c1 | 16* | 0.0 | 0.3 | -13 | 1[fluorescence artefact?] | -1

# Remaining list, next part:
SMILES,MDM2 E3 inh,Wee1 degr inh,BaF3 parental,S1P4 ag,PERK inh,S1P4 antagonist,eIF4E-4G inh,Ba/F3 V617F tox,NPY-Y2 PAM-ag
Cc1ccc(SCCNC(=O)/C=C/c2ccc([N+](=O)[O-])cc2)cc1,-5,-2,7,0.2,-0.2,0,0[fluorescence artefact?],3,-14
OCC1(CC2CCCCO2)CCN(Cc2ccccc2-c2ccco2)CC1 (centres undefined),-1,0,7,0.9,0.5,14,1,1,-11
Cc1ccc(S(=O)(=O)NCc2csc(-c3cccs3)n2)cc1,-6,4,-1,0.4,-0.1,0,1,-3,-18
Cc1cc(N/N=C\c2ccc(Br)cc2)nc(-n2nc(C)cc2C)n1,-28,1,0,2.1,-2.7,-16,-9,-1,-43
CSc1cccc(NC(=O)CSc2ncccc2C(=O)Oc2cccc([N+](=O)[O-])c2)c1,.,3,5,-1.4,0.3,-6,1,1,-2
CC1=CC=CC2=NC(=O)CC(C)(C(=O)N(CC(=O)NC(C)C)C3CCCC3)N12 (centres undefined),-10,-1,0,0.1,0.9,-25,4,-3,8
COc1ccc(C2CC(=O)c3cnc(NC(=O)c4ccccc4)nc3C2)cc1OC (centres undefined),-13,1,11,-0.3,0.5,-10,1,4,-4
COc1ccc(N2CCN(CCNC(=O)c3ccc4c(c3)[nH]c(=S)n3c5ccccc5nc43)CC2)cc1,-10,6,6,0.6,-0.1,9,14,2,5
O=C(Nc1ccccc1Cl)c1cnccn1,-6,0,4,1.0,-1.0,6,-11,6,1
CCC(c1nnnn1CCc1ccccc1)N(Cc1ccco1)Cc1cc2cc(C)cc(C)c2[nH]c1=O (centres undefined),-16,-2,5,0.4,-0.9,-8,.,-1,-20
COc1ccc(CCN2C(=O)C3C4C=CC(C4)C3C2=O)cc1OC (centres undefined),-9,1,6,-1.6,-0.1,1,5,-1,5
COc1cc(OC)cc(C(=O)N[C@H](C(=O)OCC(=O)Nc2ccc(F)c(F)c2)C(C)C)c1,6,-2,11,0.2,-0.5,-3,-11,5,5
CC(=O)NCC(=O)OCC(=O)c1ccccc1,-22,-1,1,-2.9,0.3,5,-5[fluorescence artefact?],-2,1
CCCn1c2c(c(O)c(C(=O)Nc3ccc(C)cn3)c1=O)CCCC2,.,-1,-1,-1.2,0.8,16,.,-2,2
CCOc1cc(C(=O)Nc2ccc(N3CCOCC3)cc2)cc(Br)c1OC,-11,8,17,2.0,-0.7,-1,3,6,-5
CC(=O)c1ccc(N2CCN(CC(=O)Nc3ccccc3N3CCOCC3)CC2)cc1,14,-1,0,2.9,0.1,7,-4,-3,7
CCCC(=O)Nc1ccc(-c2nc3cc(C)c(C)cc3o2)c(O)c1,-2,1,7,-2.6,-0.2,-2,1,1,14
COc1cc(OC)c(C(=O)NNC(=S)NC2CCCCC2)cc1OC,-16,-1,7,0.5,-0.5,-11,0,2,5
Cc1nc(-c2ccccc2O)n(-c2ccccc2)n1,-12,-1,6,1.6,-0.2,-29,0[fluorescence artefact?],2,14
Nc1n[nH]c(-c2ccc(Br)cc2)c1Cl,-1,-2,6,-0.9,2.1,-3,-3,-2,7
CC(C)(C)c1ccc(OCC(O)CN(CCO)CC(O)Cn2ccc3ccccc32)cc1 (centres undefined),-13,0,3,2.2,0.7,-7,7[fluorescence artefact?],1,-15
CCOC(=O)c1c(/N=C/c2cccc([N+](=O)[O-])c2O)sc(C)c1C,-4,-2,9,0.0,0.8,-8,1,4,3
Cc1noc(C)c1S(=O)(=O)N(CC(=O)NCc1ccc2c(c1)OCO2)c1ccc(C(C)C)cc1,-21,0,5,-0.7,0.5,-10,5,-3,-13
CCO[C@H]1OC(C(N)=O)=C[C@@H](c2csc3ccccc23)[C@@H]1CCCO,.,1,-2,0.4,1.3,1,-4,0,-9
CCn1cc(C(=O)NCCCN2CCC(C)CC2)c(=O)c2cc(S(=O)(=O)N3CCCC3)ccc21,-3,-1,5,-2.8,-0.2,-9,9[fluorescence artefact?],-2,5
CC(C)c1ccc(NC(=O)CNS(=O)(=O)c2ccc(F)cc2)cc1,-4,2,6,-0.1,-0.4,3,6,4,2
CCC(C)NS(=O)(=O)c1ccc(S(=O)(=O)N2CC=C(c3ccc(F)cc3)CC2)cc1 (centres undefined),0,1,3,-0.5,-0.2,-10,16,-1,-1
COc1ccc(/C=C(/C(=O)Nc2ccccc2C(=O)N2CCCC2)c2ccccc2)cc1,-13,4,-3,-2.0,-0.7,8,-1[fluorescence artefact?],-2,-5
Cc1noc(C)c1C(=O)N1CCCC(C(=O)c2cccc(OC(C)C)c2)C1 (centres undefined),-89,-2,2,-2.7,0.3,-6,2,2,-7
Clc1ccc(-c2cn3c(n2)SCC3)cc1,-18,0,6,2.3,0.9,-24,0,2,17
Cc1ccc(CSc2nnc(SCC(=O)N/N=C/C=C/c3ccco3)s2)cc1,-16,0,8,1.6,1.7,-16,1[fluorescence artefact?],-1,9
O=C(Cc1ccccc1F)Nc1nc(-c2cccnc2)cs1,-4,1,1,0.3,1.3,-2,-2,3,-1
CCCC(C)C(=O)Nc1nc(C)c(-c2csc(Nc3ccc(Cl)cc3)n2)s1 (centres undefined),-4,-1,2,0.7,-0.2,10,-8,2,3
COc1ccc(OCC(=O)N(C)Cc2ccccc2)cc1,-12,0,3,-0.5,-0.8,-12,2,-3,-1
O=C(NCc1ccco1)c1cc2n(n1)C(C(F)(F)F)CC(c1ccc(F)cc1)N2 (centres undefined),-12,-1,3,-0.4,-0.8,-26,7[fluorescence artefact?],-2,3
CN1CCN(CCC2Oc3cc([N+](=O)[O-])ccc3NC2=O)CC1 (centres undefined),-24,-2,2,1.0,1.5,-25,5,-4,12
Cc1ccc(C(=O)Nc2ccc(F)cc2)o1,-2,-1,4,0.6,-0.1,-16,-8,4,9
CCOC(=O)CNC(=O)CSc1nc(-c2ccc(C)cc2)ns1,-15,2,-1,2.3,0.2,-7,-2,-2,2
O=C(CN1CC(=O)Nc2ccccc21)Nc1ccc(F)c(F)c1,3,1,7,0.8,1.6,-17,-1,2,-2
